# Bioassay records deposited in PubChem BioAssay by several laboratories.
# LEDGF integ inh: blocks HIV-1 LEDGF/p75-dependent DNA integration; TR-FRET IN-LEDGF/p75 DNA integration, Eu/Cy5; inhibition, % at 3.7 µM; 370,000 tested, 0.64% active;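 active means inhibition above the screen-wide mean plus 3 SD, cut at about 13% in these data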;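 further: signal is the Cy5 over europium emission ratio at 671 and 618 nm; 0% = plate median of compound wells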
# PRMT1 inh: blocks human protein arginine methyltransferase 1; 370,000 tested, 1.3% active; recombinant PRMT1, activity-based probe fluorescence polarization; Q99873; inhibition, % at 2.79 µM; AID 652257;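 active means inhibition above about 21% made by adding two undisclosed values, limit read from the data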
# MBD2 inh: MBD2-methylated oligo binding inhibition. Q9UBB5. AID 686964. TR-FRET, MBD2 binding to methylated oligonucleotide. 370,000 tested, 0.31% active. inhibition, % at 4.4 µM; in the data active means inhibition above about 13%
# Target sequence (Q9UBB5 whole entry, looked up): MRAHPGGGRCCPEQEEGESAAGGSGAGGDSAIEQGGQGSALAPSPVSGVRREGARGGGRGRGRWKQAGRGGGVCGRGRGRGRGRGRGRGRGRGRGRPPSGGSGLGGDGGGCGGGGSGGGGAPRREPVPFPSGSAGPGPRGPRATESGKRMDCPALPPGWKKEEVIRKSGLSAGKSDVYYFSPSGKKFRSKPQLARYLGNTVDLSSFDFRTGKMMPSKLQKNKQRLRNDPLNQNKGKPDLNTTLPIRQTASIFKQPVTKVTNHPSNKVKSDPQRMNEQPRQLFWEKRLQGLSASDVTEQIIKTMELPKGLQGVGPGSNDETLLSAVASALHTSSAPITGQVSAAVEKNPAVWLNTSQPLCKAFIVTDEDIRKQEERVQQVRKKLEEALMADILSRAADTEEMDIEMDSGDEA
# NR1D1 modulator: modulates human Rev-erb alpha binding to DNA | activity, % at 10 µM | AID 1259318 | 370,000 tested, 0.79% active | Rev-erbα–FITC-DNA binding, fluorescence polarization, 90 min | P20393;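 active means activity above about 14%, limit read from the data; passing the limit was not always enough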;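 further: 0% = DMSO wells with 35 nM protein and 100% = DMSO wells with 750 nM protein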
# Target sequence (P20393 whole entry, looked up): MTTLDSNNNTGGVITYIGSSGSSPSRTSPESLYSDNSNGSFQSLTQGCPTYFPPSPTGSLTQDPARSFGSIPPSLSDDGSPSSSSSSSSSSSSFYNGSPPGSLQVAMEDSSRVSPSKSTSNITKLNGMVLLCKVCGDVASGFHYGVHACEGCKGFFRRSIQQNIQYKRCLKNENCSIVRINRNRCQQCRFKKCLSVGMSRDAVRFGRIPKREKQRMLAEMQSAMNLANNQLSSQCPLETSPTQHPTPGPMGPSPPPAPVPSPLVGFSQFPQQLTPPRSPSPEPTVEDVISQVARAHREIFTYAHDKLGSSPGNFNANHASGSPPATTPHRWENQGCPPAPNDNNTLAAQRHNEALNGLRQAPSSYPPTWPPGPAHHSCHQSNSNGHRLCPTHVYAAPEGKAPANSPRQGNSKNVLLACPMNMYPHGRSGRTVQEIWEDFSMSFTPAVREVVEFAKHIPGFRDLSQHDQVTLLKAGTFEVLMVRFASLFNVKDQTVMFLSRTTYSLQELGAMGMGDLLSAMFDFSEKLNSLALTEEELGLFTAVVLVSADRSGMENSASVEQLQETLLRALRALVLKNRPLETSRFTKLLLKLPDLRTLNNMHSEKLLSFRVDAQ
# UHRF1 binding: blocks human UHRF1 binding to methylated DNA; Q96T88; UHRF1 binding to methylated oligo, TR-FRET; inhibition, % at 4.4 µM; 370,000 tested, 0.75% active; in the data active means inhibition above about 21%;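 further: UHRF1 SRA domain binding a hemimethylated CpG hairpin DNA probe; 0% = median of test compound wells and 100% = reference inhibitor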
# mABHD4 FP: inhibits mouse alpha/beta hydrolase domain 4 | inhibition, % at 8.92 µM | purified mABHD4, FP-Rh probe fluorescence polarization | 370,000 tested, 0.54% active;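 active means inhibition exceeding the mean over every tested compound plus 3 SD, cut at about 30% in these data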;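 further: 0% = plate median of compound wells and 100% = S159A mutant with DMSO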
#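 system = mouse ABHD4 enzyme, wild type | medium = HEPES pH 7.0, NaCl, Pluronic buffer | also added = FP-Rh probe | incubation = Enzyme–compound pre-incubation 45 min, then probe 60 min, both 25 °C | technique = fluorescence polarization, excitation 525 nm, emission 598 nm, BODIPY TMR filters | controls = S159A mutant high control, sample median low control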
# rCAG binder: molecules binding r(CAG) RNA repeats; r(CAG) RNA repeat, TO-PRO-1 dye displacement fluorescence; inhibition, % at 3 µM; 370,000 tested, 1.3% active; AID 651821;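 active means inhibition above the plate cutoff, the mean of all test compounds on that plate plus 3 SD, cut at about 35% in these data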;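 further: 0% = DMSO alone and 100% = 100 µM mitoxantrone as full dye displacement; higher means more dye released from RNA so lower well fluorescence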
# PG9 Ab binder: small molecules binding HIV-1 gp120 antibody PG9; TR-FRET gp120-PG9 antibody binding; inhibition, % at 6.7 µM; 360,000 tested, 0.43% active; AID 624416; in the data active means inhibition above about 8.5%
# HTRA1 inhibitor: inhibitors of human serine peptidase HTRA1. Q92743. recombinant HTRA1, FP-rhodamine activity-based probe, fluorescence polarization. inhibition, % at 5.96 µM. 340,000 tested, 0.5% active; in the data active means inhibition above about 36%;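 further: 0% = enzyme with DMSO and 100% = wells lacking enzyme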
# TCR CD3 inh: human TCR-CD3 binding inhibition; TAMRA-labeled TCR probe fluorescence, biochemical; inhibition, % at 9.4 µM; 360,000 tested, 0.37% active; in the data active means inhibition above about 19%;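 further: recombinant mutant TCR 2C K166C tagged with TAMRA read by polarization; 0% = receptor in buffer alone and 100% = receptor with positive control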
# An asterisk follows results filed as active; · = not tested or not shown. Only part of the results is shown (hit frequency here may not be typical).
SMILES,LEDGF integ inh,PRMT1 inh,MBD2 inh,NR1D1 modulator,UHRF1 binding,mABHD4 FP,rCAG binder,PG9 Ab binder,HTRA1 inhibitor,TCR CD3 inh
OCCNc1nc(Nc2ccc(Br)cc2)nc2ccccc12,1,-1,4,8,-2,34*,12,-0.2,·,-2
COc1ccc(CC2C(=O)OC(C)(C)OC2=O)c(Cl)c1OC,0,-1,0,-4,0,5,5,-0.2,7,6
Cc1cc(C)nc(NC2=NCC(=O)N2c2ccccc2)n1,-1,-1,0,1,4,-1,-1,-0.5,2,5
O=C1CC(=O)C(n2cncn2)C(c2ccc(Cl)cc2)C1 (stereo not given),5,-3,1,0,3,-8,17,-1.6,1,8
Cc1ccc(CNC(=O)c2nc3nc(C)cc(C)n3n2)cc1,-2,0,4,1,0,6,-2,0.5,1,4
O=C(NCc1ccco1)c1cccc(-c2nnc(-c3ccccc3)o2)c1,0,0,1,-3,1,-10,0,0.1,-14,3
NS(=O)(=O)c1ccc(NC(=O)COC(=O)/C=C/c2ccc([N+](=O)[O-])cc2)cc1,2,-1,-3,1,-5,-1,8,-3.4,-1,2
CC(C)NC(=O)N(C)C[C@H]1OCc2cn(nn2)CCCC(=O)N([C@H](C)CO)C[C@@H]1C,-4,1,-1,-1,0,5,-1,0.2,·,-4
O=C(NNC(=O)c1cc(-c2ccncc2)nc2ccccc12)Nc1ccc(F)cc1,-2,3,4,-4,0,-10,11,-1.1,-8,0
COc1ccc(-n2nnnc2SCC(=O)Nc2cccc(NC(C)=O)c2)cc1OC,-2,2,-6,5,-1,0,3,0.8,-8,1
CCOCCCNC(=O)c1cc(=O)n(Cc2cccc(C)c2)c2ccccc12,-1,1,-3,-1,2,6,-5,0.1,1,2
Cc1ccc(F)cc1C(=O)N1CCCC(c2cc(C(=O)Nc3ccccc3)no2)C1 (stereo not given),2,-6,3,5,10,-3,0,-1.9,·,6
CC1CCC(=NNC(=O)Cc2ccccc2)CC1 (stereo not given),6,-1,3,3,-3,-7,1,2.6,1,3
C[C@H](CO)N1C[C@H](C)[C@@H](CN(C)C(=O)Nc2ccc(C(F)(F)F)cc2)Oc2ccc(NC(=O)Cn3cnnn3)cc2C1=O,1,1,3,-1,1,4,4,0.6,-5,-2
CCOC(=O)c1ccc2[nH]c3c(c2c1)CCCC3O (stereo not given),4,-3,3,2,0,-3,1,-1.3,6,5
CCn1c(CNc2ccc(OC)cc2)nnc1SCC(=O)c1ccc(OC)cc1,5,-2,-1,-2,-2,2,-5,0.8,2,2
CCC(=O)Nc1nc2ccccc2n1Cc1ccccc1Cl,12,0,-6,-2,17,-1,-6,-1.3,1,8
N#Cc1c(-c2ccco2)c2c([nH]c1=S)CCCC2,8,59*,4,2,5,17,24,6.1,0,-7
Cc1ccc(SCC(=O)NCc2ccco2)cc1,2,2,1,-2,1,1,-3,-0.2,3,-3
O=C(CCCN=C1NS(=O)(=O)c2ccccc21)OCc1ccccc1,1,1,0,10,-2,-3,1,-0.6,2,13
CCN(CC)c1ccc(NC(=O)c2ccccc2F)cc1,0,-1,6,3,8,-2,-8,-7.2,4,0
Cc1cccc(OCC(=O)Nc2ccc3oc(=O)ccc3c2)c1C,0,0,0,0,-1,-6,3,8.6,8,-2
O=C(CSc1nc(-c2ccco2)cc(C(F)(F)F)n1)N1CCN(c2ccc(Cl)cc2)CC1,3,-1,-1,4,-2,10,4,0.1,-4,-7
OCC1(CCc2ccccc2)CCN(Cc2cnc(N3CCCC3)s2)CC1,2,-6,1,-1,1,-3,-8,-0.3,1,3
CSC1CCCCC1(O)CSc1nc2ccccc2o1 (stereo not given),1,2,-2,5,1,-7,0,0.2,-1,-4
O=C(OCc1nnc(-c2ccccc2)o1)c1cc(=O)[nH]c2ccccc12,-2,2,6,-6,-1,1,0,-1.3,-1,-6
CSC1=N/C(=C\c2ccc(Br)o2)C(=O)S1,7,25*,1,-13,14,12,9,-0.7,-1,6
O=C(Nc1nc2ccc(SC(F)F)cc2s1)c1ccc(NS(=O)(=O)c2ccc(F)c(F)c2)cc1,2,3,0,3,2,-144,62*,-0.3,-153,1
CC(C)(C)c1cc2nc(N)nc(N)n2n1,1,3,2,4,2,9,0,0.7,5,-7
Cc1ccc(C)c(NC(=O)CN(C)C(=O)CC2OC(=O)c3ccccc32)c1 (stereo not given),1,5,-2,-4,1,-4,1,-2.1,1,-9
Cc1ccc(NC(=O)CN(C)C(=O)c2ccc(COc3ccccc3)cc2)cc1,2,0,0,-8,-2,-8,1,-2.6,-18,2
O=C(NCCCN1CCN(c2ccccc2F)CC1)Nc1ccccc1[N+](=O)[O-],1,0,-1,0,-2,5,-6,-1.1,-4,-7
O=C(Nc1c(C(=O)N2CCOCC2)cnn1-c1ccccc1)c1ccccc1F,-4,2,2,0,-1,7,-1,-1.1,0,6
O=C(O)c1ccc(N/N=C/c2ccc(-c3ccccc3)cc2)cc1,-2,4,-5,7,-1,27,62*,-1.9,-13,2
CCOC(=O)c1csc(NC(=O)CSc2nnnn2CC)n1,-3,5,0,-4,2,-11,-5,1.8,2,-9
Cc1cccnc1NC(=O)c1ccc(S(=O)(=O)N2CC(C)OC(C)C2)cc1 (stereo not given),-5,2,-3,-9,3,-1,-3,-0.6,0,0
CCN(c1ccccc1)c1nc(C#N)nc(N(CC)c2ccccc2)n1,-2,0,4,-2,4,-5,-3,-2.6,-33,-11
O=C(c1cn(-c2ccccc2)nc1-c1ccncc1)n1nnc2ccccc21,16*,-2,-4,-3,-4,-1,-3,1.5,1,1
CC(OC(=O)c1ccncc1)C(=O)Nc1cc(S(=O)(=O)N2CCCCC2)ccc1Cl (stereo not given),0,1,1,-4,-1,-8,-2,-0.3,-12,-6
COCCn1nnnc1C(c1cc2cc(C)cc(C)c2[nH]c1=O)N1CCN(c2ccccc2F)CC1 (stereo not given),0,6,-4,12,-4,8,1,-1.7,0,-11
CC1=CC(C)(C)N(C(=O)c2ccccc2)c2ccccc21,0,-1,-3,10,1,-4,0,0.1,-11,2
O=C(Nc1ccc2c(c1)OC1(CCCC1)O2)C1CC1,-1,-2,2,-3,0,3,-1,-1.9,1,-2
Cn1c(NC(=O)c2ccccc2)nc(Cc2ccccc2)c1Cc1ccccc1,25*,-11,-5,-2,-2,10,0,·,·,·
Brc1ccc(C2=CSC3=NCCN23)cc1,-3,30*,2,3,3,-2,5,3.4,-2,-2
CC1CCN(c2nc(-c3ccco3)c3c(c2C#N)CC(C)(C)OC3)CC1,7,28*,0,-1,-4,17,26,-1.9,-5,-4
CCOC(=O)CCc1c(C)nc(SCCCn2c(=O)[nH]c3ccccc32)c(C#N)c1C,0,0,0,5,4,4,-2,-2.2,-5,-2
O=C(COC(=O)C12CC3CC(CC(C3)C1)C2)Nc1ccc(OC(F)F)cc1,0,-2,-1,-3,-1,-24,-3,0.3,-28,5
Cn1nc(C(=O)Nc2nc(-c3ccccn3)cs2)c2ccccc2c1=O,-5,8,3,-6,-7,-2,3,-6.3,5,-12
O=C(CSC1=NCCS1)Nc1ccnc2ccccc12,-2,23*,-1,-1,0,-5,3,-1.2,-1,5
O=C(CN1C(=O)C2C3CCC(C3)C2C1=O)OCC(=O)c1cccc([N+](=O)[O-])c1 (stereo not given),5,-3,2,-2,-3,3,-2,-1.4,5,5

# Reprinted from the part before: two entries, followed by the next part.
SMILES,LEDGF integ inh,PRMT1 inh,MBD2 inh,NR1D1 modulator,UHRF1 binding,mABHD4 FP,rCAG binder,PG9 Ab binder,HTRA1 inhibitor,TCR CD3 inh
O=C(CSC1=NCCS1)Nc1ccnc2ccccc12,-2,23*,-1,-1,0,-5,3,-1.2,-1,5
O=C(CN1C(=O)C2C3CCC(C3)C2C1=O)OCC(=O)c1cccc([N+](=O)[O-])c1 (stereo not given),5,-3,2,-2,-3,3,-2,-1.4,5,5
C/C(=N\Nc1ccccc1Cl)c1ccc(-n2ccnc2)cc1,1,1,-1,-10,6,-1,5,2.3,0,4
CC(C)c1ccc2[nH]c(O)c(N=NC(=S)NCCc3ccccc3)c2c1,-1,-1,-2,6,-3,-2,19,-1.7,-41,6
O=C(CN1CCN(c2ccc(F)cc2)CC1)NCc1ccc(F)cc1,-1,6,2,3,4,2,-7,-0.6,-3,-3
CS(=O)(=O)c1ccc2nc(NC(=O)C3CCCCC3)sc2c1,3,1,7,2,4,-14,2,0.3,1,-2
O=C(C(NS(=O)(=O)c1cccc2nsnc12)c1ccccc1)N1CCN(c2ccccn2)CC1 (stereo not given),-2,-1,-4,-5,-4,0,1,-0.1,4,0
O=C(CNC(=O)C12CC3CC(CC(C3)C1)C2)N/N=C\c1ccccn1,1,-3,-3,-5,-2,5,-2,-0.5,-1,-1
CCCc1cc(=O)[nH]c(SCC(=O)Nc2cc(S(=O)(=O)N(CC)c3ccccc3)ccc2Cl)n1,-1,5,0,4,0,-26,60*,2.0,-38,-5
COc1ccc(C(C)NC(=O)C2CCCC2)cc1 (stereo not given),3,-2,2,-4,1,-6,-2,-2.0,9,-3
COc1ccc(S(=O)(=O)N2CCN(CC(=O)N3c4ccccc4CC3C)CC2)cc1OC (stereo not given),3,-7,-6,-3,-1,-1,-3,-1.0,3,8
CCOC(=O)Cn1c(S(=O)(=O)Cc2ccccc2)nc2ccccc21,-2,0,0,1,0,-1,-1,-0.3,3,0
O=C(COc1ccccc1[N+](=O)[O-])N/N=C/c1cccc(OC(=O)c2ccc3c(c2)OCO3)c1,-1,-1,-2,-20,-1,-3,4,-2.3,-26,11
COc1ccc(F)cc1-c1nc(N)nc(N)n1,-3,1,3,-5,-4,6,-1,0.5,5,6
COc1ccccc1CNC(=O)C1(C)CCN1C(=O)C1(c2ccccc2)CC1 (stereo not given),0,1,-4,-3,0,6,0,-1.0,·,-1
COc1cc(C(=O)NCC(=O)NNC(=O)CN(C)S(=O)(=O)c2ccc(Cl)cc2)cc(OC)c1OC,4,-9,0,-1,2,0,2,-2.8,2,4
CC1CCN(C(=O)CN(C2CCCCC2)S(C)(=O)=O)CC1,2,2,-1,-3,1,0,-3,-1.7,3,9
COc1cccc(NC(=O)Cn2cnc3c(oc4nc5c(cc43)CCCC5)c2=O)c1,-2,0,1,2,-2,-1,13,1.9,3,9
O=C(O)c1ccc(Nc2ncc([N+](=O)[O-])cc2[N+](=O)[O-])cc1,-2,-1,-3,1,-3,6,-1,-1.1,·,5
CC(OCCN1CCCC1)(c1ccc(F)cc1)c1ccc(F)cc1,0,-2,-2,9,1,13,-3,2.0,4,1
COc1cc(/C=C2\SC(=S)N(C(C(=O)O)c3ccccc3)C2=O)ccc1O (stereo not given),-4,17,-8,19,-12,-206,43*,-2.4,-146,-72
CN(C)c1oc(/C=C/c2cccs2)nc1S(=O)(=O)c1ccccc1,-1,6,1,0,-3,0,4,-0.8,1,-2
CCCNC(=O)C1(C)CCN(C(=O)c2cccc(Cl)c2)C1 (stereo not given),0,0,1,0,0,-2,0,0.3,·,-5
COc1ccc(S(=O)(=O)N(C)C[C@H]2Oc3c(cccc3N(C)C)C(=O)N([C@H](C)CO)C[C@@H]2C)cc1,-1,0,-6,5,-6,3,-9,1.6,-4,7

# Reprinted at random: two entries already listed
SMILES,LEDGF integ inh,PRMT1 inh,MBD2 inh,NR1D1 modulator,UHRF1 binding,mABHD4 FP,rCAG binder,PG9 Ab binder,HTRA1 inhibitor,TCR CD3 inh
O=C(O)c1ccc(Nc2ncc([N+](=O)[O-])cc2[N+](=O)[O-])cc1,-2,-1,-3,1,-3,6,-1,-1.1,·,5
CN(C)c1oc(/C=C/c2cccs2)nc1S(=O)(=O)c1ccccc1,-1,6,1,0,-3,0,4,-0.8,1,-2
